High-throughput results from PubChem.
S100A4 inh HTS: inhibitors of human S100A4 binding to myosin IIA peptide; S100A4/TAMRA-MyoIIA peptide fluorescence polarization; P26447; 0.14% of 360,000 active; inhibition, % at 10.7 µM;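 active = mean inhibition of at least 70% across replicates, with every replicate also reaching that level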
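System – human S100A4 monomer protein, biochemical binding assay · Buffer or medium – Calcium-containing HEPES buffer, pH 7.2 · Timing – 5 min between mix addition and reading · Also added – TAMRA-labelled myosin IIA heavy-chain peptide probe, 5 nM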
CASP6 VEID inh: blocks human caspase-6 cleavage activity; purified caspase-6, Z-VEID-R110 cleavage fluorescence; inhibition, % at 12.5 µM; 0.53% of 350,000 active;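 active = mean inhibition across replicates at least about 35%, with every replicate also reaching that limit, limit read from the data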;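 also: 0% = median of neutral control wells and 100% = no fluorescence left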
Target sequence (P55212 24-179 limits assumed): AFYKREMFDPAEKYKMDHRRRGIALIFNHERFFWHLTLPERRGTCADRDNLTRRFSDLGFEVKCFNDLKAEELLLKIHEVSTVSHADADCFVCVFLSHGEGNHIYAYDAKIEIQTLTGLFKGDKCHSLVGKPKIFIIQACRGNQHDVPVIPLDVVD
Target sequence (P55212 194-293 limits assumed): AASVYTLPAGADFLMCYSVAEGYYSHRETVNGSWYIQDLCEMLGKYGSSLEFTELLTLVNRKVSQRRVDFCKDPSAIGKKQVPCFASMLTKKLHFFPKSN
C2C12 statin: suppressors of simvastatin-induced myotoxicity in C2C12 myotubes | ATP luminescence, 48 h; scaled: DMSO 0, geranylgeraniol control 100 | rescue of ATP level, % at 7.49 µM | 0.78% of 330,000 active | AID 602340;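 active = mean ATP rescue above about 67%, or every replicate alone reaching that limit, limit read from the data, passing the limit was not always enough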;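 also: myotubes were challenged with 10 µM simvastatin during compound exposure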
LGR2 antag: blocks bursicon-induced cAMP signaling via Drosophila LGR2 | HEK293 LGR2, CRE-luciferase, bursicon-stimulated, 4 h | inhibition, % at 9.99 µM | 0.35% of 380,000 active | AID 720647;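 active = drop in luminescence signal, shown as inhibition above about 50% in the replicate tests, limit read from the data, passing the limit was not always enough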;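 also: agonist challenge used bursicon conditioned medium at about half maximal strength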
FN deposit inh: fibronectin deposition inhibition; AH1F fibroblasts, Alexa488-fibronectin deposition fluorescence, overnight; inhibition, % at 12.6 µM; 0.086% of 350,000 active;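 active = mean inhibition across replicates of 30% or more, regardless of how many single replicates reach that level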;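 also: positive control wells lacked labelled fibronectin entirely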
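test system = AH1F fibroblasts assembling fluorescent fibronectin matrix | quantity = 10000 AH1F cells per well | buffer or medium = DMEM plus 2% serum, read in PBS | doses = single dose, pinned | incubation = 1 h cell attachment, overnight exposure to compound and label | detection = fluorescence at 485 nm excitation, 525 nm emission | read-out basis = inhibition from reduced deposited-fibronectin fluorescence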
esBAF inh: inhibitors of esBAF chromatin remodeling in mouse ES cells; Bmi1-luciferase knock-in reporter, 24 h; 100% = twice the neutral-well signal; reporter increase, % at 12.5 µM; 2% of 350,000 active; in the data active = activation above about 40%;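 also: 0% = median of the plate's neutral control wells and 100% = double that signal; a rise in the Bmi1 reporter signal indicates esBAF inhibition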
SIRT5 inh: blocks human SIRT5 desuccinylation of peptide; Q9NXA8; Purified SirT5, succinyl-peptide AMC, trypsin-coupled fluorescence; inhibition, % at 15 µM; 1.1% of 330,000 active; AID 652115; in the data active = inhibition above about 15%
Target sequence (Q9NXA8 whole entry, looked up): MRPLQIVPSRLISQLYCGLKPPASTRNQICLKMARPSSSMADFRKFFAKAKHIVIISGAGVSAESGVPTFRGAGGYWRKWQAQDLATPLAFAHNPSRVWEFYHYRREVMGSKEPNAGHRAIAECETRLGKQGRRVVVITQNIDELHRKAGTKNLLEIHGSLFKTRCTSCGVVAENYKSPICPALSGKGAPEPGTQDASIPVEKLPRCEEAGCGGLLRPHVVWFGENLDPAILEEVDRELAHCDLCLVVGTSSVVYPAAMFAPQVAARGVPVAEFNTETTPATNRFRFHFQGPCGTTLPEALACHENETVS
* = called active by the depositor; / = not tested or not shown. This is a subset. The share of hits here may be higher or lower than overall.

entry	compound	S100A4 inh HTS	CASP6 VEID inh	C2C12 statin	LGR2 antag	FN deposit inh	esBAF inh	SIRT5 inh
1	COc1ccc(/C=N/NC(=O)c2nc(-c3ccccc3)n(-c3ccccc3)n2)cc1	1	-3	/	-13	-10	/	0
2	CSC1=NCCN1C(=O)c1ccc(Br)o1	2	0	5	-7	1	17	/
3	CCOC(=O)NC(Cc1c[nH]c2ccccc12)C(=O)NCCc1ccc(S(N)(=O)=O)cc1 (configuration not stated)	-1	0	-10	-8	3	-3	3
4	COc1ccc(CNC(=O)C(c2cccs2)N(C(=O)c2csnn2)C2CC2)cc1 (configuration not stated)	/	/	3	/	3	1	/
5	COc1ccc2c(c1)c(CCN1C(=O)c3ccccc3C1=O)cn2C(=O)c1ccco1	5	38*	5	8	/	-1	-1
6	CC(=O)N1[C@H](CO)[C@H](c2ccccc2)[C@@H]1CN(CC(C)C)C(=O)c1ccccn1	/	/	0	-7	4	2	-1
7	COc1cccc(N2CCN(C(=O)C3CCN(C(=O)Nc4ccccc4)CC3)CC2)c1	0	-1	9	/	4	-3	-3
8	CC(C)c1cc(C(=O)N2CCCC(N3CCN(c4ccc(F)cc4)CC3)C2)n(C)n1 (configuration not stated)	-4	1	4	13	0	-5	1
9	CCOC(=O)CC(NS(=O)(=O)c1ccc(OC)c(C)c1)c1cccc([N+](=O)[O-])c1 (configuration not stated)	0	-3	/	0	4	/	-5
10	O=C(Nc1cccc(F)c1)N[C@@H]1CC[C@H](CCn2cc(Cc3ccccc3)nn2)O[C@@H]1CO	3	1	1	4	/	-1	3
11	Cc1ccc(S(=O)(=O)Nc2cccc3c2O[C@@H](CN(C)Cc2ccc(C(=O)Nc4ccccc4N)cc2)[C@H](C)CN([C@@H](C)CO)C3=O)cc1	8	/	/	12	/	/	-8
12	Cc1cc(=O)oc(C)c1C(=O)NCCC(C)C	-4	0	-24	-2	1	-1	9
13	Cc1ccc(C(=O)N2CCCCCC2)cc1S(=O)(=O)Nc1ccccc1	-4	-1	1	-12	/	2	-1
14	C[C@@H]1CN([C@@H](C)CO)C(=O)c2cc(C#Cc3ccccc3F)cnc2O[C@@H]1CN(C)C(=O)C1CC1	-24	2	5	3	/	7	-8
15	C[C@@]12CCC[C@@](C)(C(=O)O)C1CC[C@@]13C[C@@H](NCc4ccccc4)[C@@](C)(CCC12)C3 (some centres not stated)	-6	-1	-11	8	-6	5	/
16	O=C(Nc1nnc(-c2ccc(F)cc2)o1)C1CCCN1S(=O)(=O)c1cccs1 (configuration not stated)	5	0	-3	12	-1	-5	-5
17	C[C@@H]1CN([C@@H](C)CO)C(=O)c2cccc(NS(=O)(=O)c3cccs3)c2O[C@H]1CN(C)S(=O)(=O)c1ccccc1	-3	-3	53	-14	-4	-3	-3
18	O=C(NCc1cccnc1)Nc1ccc(Cl)cc1	0	0	-8	-2	/	11	-2
19	CC(C)(C)n1nc2c(c1NC(=O)c1ccc(Br)cc1)CS(=O)C2 (configuration not stated)	18	0	/	4	1	-12	-2
20	COCCn1c(SCC(=O)Nc2ccc(C(N)=O)cc2)nc2c([nH]c3ccccc32)c1=O	12	-3	7	1	-2	-7	-1
21	CC1CCN(C2=NC(=O)/C(=C/c3ccccc3F)S2)CC1	-2	3	0	49	-12	-7	2
22	CCCCNC(=O)C1(C)CCCCN1C(=O)c1ccc(C#N)cc1 (configuration not stated)	1	18	-4	-8	-1	1	/
23	CCOC(=O)c1cnc2c(c(C)nn2C)c1Oc1cc(Cl)cc(Cl)c1	1	0	4	-8	12	-6	1
24	COc1ccccc1NC(=O)Cn1nc(C)n2cccc2c1=O	17	-3	2	-15	-4	-9	-2
25	CC1CCc2c(sc(NC(=O)/C=C/c3cccs3)c2C(=O)O)C1 (configuration not stated)	0	24	-13	/	2	53*	/

7 of the entries above in order of their number in LGR2 antag, highest first.
cpd	SMILES	LGR2 antag
21	CC1CCN(C2=NC(=O)/C(=C/c3ccccc3F)S2)CC1	49
8	CC(C)c1cc(C(=O)N2CCCC(N3CCN(c4ccc(F)cc4)CC3)C2)n(C)n1 (configuration not stated)	13
15	C[C@@]12CCC[C@@](C)(C(=O)O)C1CC[C@@]13C[C@@H](NCc4ccccc4)[C@@](C)(CCC12)C3 (some centres not stated)	8
2	CSC1=NCCN1C(=O)c1ccc(Br)o1	-7
23	CCOC(=O)c1cnc2c(c(C)nn2C)c1Oc1cc(Cl)cc(Cl)c1	-8
1	COc1ccc(/C=N/NC(=O)c2nc(-c3ccccc3)n(-c3ccccc3)n2)cc1	-13
17	C[C@@H]1CN([C@@H](C)CO)C(=O)c2cccc(NS(=O)(=O)c3cccs3)c2O[C@H]1CN(C)S(=O)(=O)c1ccccc1	-14

Returning to the listing, starting three compounds before the break.
entry	compound	S100A4 inh HTS	CASP6 VEID inh	C2C12 statin	LGR2 antag	FN deposit inh	esBAF inh	SIRT5 inh
23	CCOC(=O)c1cnc2c(c(C)nn2C)c1Oc1cc(Cl)cc(Cl)c1	1	0	4	-8	12	-6	1
24	COc1ccccc1NC(=O)Cn1nc(C)n2cccc2c1=O	17	-3	2	-15	-4	-9	-2
25	CC1CCc2c(sc(NC(=O)/C=C/c3cccs3)c2C(=O)O)C1 (configuration not stated)	0	24	-13	/	2	53*	/
26	CCCCN(C(=O)C1CC1)C1CCS(=O)(=O)C1 (configuration not stated)	14	1	0	3	3	/	15
27	C[C@H](O)C#Cc1ccc2c(c1)O[C@H](CN(C)C(=O)CC1CC1)[C@H](C)CN([C@H](C)CO)S2(=O)=O	-25	1	-17	-8	-5	-3	2
28	Cc1ccccc1-n1c(SCC(=O)N2CCCCC2)nc(O)cc1=O	6	1	3	10	/	3	1
29	Cc1ccc(S(=O)(=O)N(C)CC(=O)OCC(=O)N2CCN(c3ccccc3)CC2)cc1	-5	-3	/	/	1	/	-3
30	O=C(CCN1C(=O)c2ccccc2C1=O)C1=NN[C@@H]2C(=O)N(c3cccc(Cl)c3)C(=O)[C@H]12	-5	1	/	-7	0	/	-3
31	CCCNC(=O)N(C)C[C@@H]1Oc2cc(Br)ccc2S(=O)(=O)N([C@H](C)CO)C[C@H]1C	3	-1	/	7	-5	11	0
32	C[C@H](CO)N1C[C@H](C)[C@H](CN(C)S(=O)(=O)c2ccc(F)cc2)Oc2ccc(NC(=O)C3CCCCC3)cc2C1=O	6	1	2	1	-3	3	-2
33	COc1ccc(-c2nnc(SCC(=O)N3CCCC3)o2)c(OC)c1	-1	1	1	-12	0	40	3
34	CCOc1ccc(CCNC(=O)c2cc(-c3ccccc3)c(N3CCOCC3)s2)cc1	3	-4	42	3	17	4	/
